# Screens as filed in PubChem.
# Pf Dd2 growth: blocks in vitro growth of P. falciparum Dd2. P. falciparum Dd2 growth, SYBR Green, 72 h. Potency, µM (top dose mostly 28.9 µM), for the others: top-dose activity, negative = inhibition, most hits filed as inhibitors. 120,000 compounds, 4.3% hits; active = well fitted inhibition curve with a large enough effect; inconclusive = small, poorly fitted or top-dose-only effect; inactive = no such curve, though single readings can be large or run the other way;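 also: plate controls were DMSO vehicle for no effect and reference drug for full effect; nearly all actives have a fitted effect of over 65% in size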
#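 Infected erythrocytes (Dd2, 0.3% parasitemia, 2.5% hematocrit final) are added to compound in RPMI-1640/Albumax II medium, grown 72 h at 37C in low oxygen, then lysed with saponin/Triton-X containing SYBR Green and read by fluorescence.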
# Starred values were filed as active, the others as inactive; i = inactive; ? = inconclusive; [ ] = dose if it differs, or a comment. Potency is read from the fitted curve at half-maximal effect. The list is partial. The share of hits here may be higher or lower than overall.
SMILES,Pf Dd2 growth
Fc1cccc(-n2cc(CN3CC[C@H]4CC[C@@H](C3)N4)cn2)c1,?
Cc1ccc(C(=O)N2C[C@@H](F)[C@@H](OCc3nc4ccccc4n3C)C2)cc1,-8%[44.1 µM]
Cc1oc2ccn(C)c(=O)c2c1C(=O)NCc1cc(F)ccc1F,i
COc1cc2c(cc1OCc1ccccc1)NC(=O)C21CCN(Cc2ccncc2)CC1,13µM*
Cc1nn(C)c2c1c(C(F)(F)F)cc(=O)n2C(C)C(=O)N1CCN(c2ccccc2)CC1 (configuration not stated),-24%
CC1(C)C(=O)N(CCOc2ccccc2)[C@H]2CN(C3CCOCC3)C[C@H]2[S+]1(=O)[O-],-19%[44.1 µM]
COc1ccc(-c2nnc3ccc(N4CCc5ccccc5C4)nn23)nc1,i
CN1CCC2(CCC1=O)CN(C(=O)CCc1ccc3c(c1)OCO3)CCN2C (configuration not stated),-10%
CC(C)(C)C(=O)N1CCC2(CC1)OCC(C(=O)NC1CC1)N2C(=O)c1ccc(F)cc1 (configuration not stated),-13%
O=C(Nc1cc(F)cc(C(F)(F)F)c1)N1CCC(Cn2cccn2)CC1,-3%
Fc1ccccc1-c1noc(-c2nc(-c3ccc4c(c3)OCO4)no2)n1,-2%
O=c1[nH]c(N2CCOCC2)nc2c1CCN(Cc1ccccc1Cl)CC2,?
CS(=O)(=O)N1CCC(OC2CCN(C(=O)Nc3cccc(F)c3)CC2)CC1,i
COC(=O)c1sc2cccc(F)c2c1S(=O)(=O)Nc1ccc(N(C)C)cc1,50%[activator]
Cc1ccc(Cn2c(SCc3ccc(C(=O)NC4CCCC4)cc3)nc3ccncc32)cc1,11µM*
COc1ccc(NC(=O)CCSc2nc(-c3ccc(OC)cc3)cc(C(F)(F)F)n2)cc1,-22%
OCC1CN(C2CCC2)CC12CCN(Cc1cccnc1)CC2 (configuration not stated),-3%
COCC(=O)N[C@H]1C[C@@H](CO)N(Cc2c[nH]c3ccccc23)C1,?
NC(=O)C1CCN(C(=O)c2cccc(NC(=O)c3nsc4ccccc34)c2)CC1,?
COCCOCc1nc(C2CCN(C(=O)NCc3ccc(F)cc3)CC2)no1,i
CCn1cnnc1-c1nn(C)c2c1CN(C(=O)CN1CCCCCC1)CC2,0%
O=C(NCCc1ccncc1)C1CN(C(=O)c2ccccc2Cl)CC12CCOCC2 (configuration not stated),6%
CCOc1ccc(NC(=O)CSc2ncnc3c2sc2ccccc23)cc1,131%[activator]
Cc1cnc(CN2CC3(CCCN(C(=O)c4ccc(C)s4)C3)CCC2=O)cn1 (configuration not stated),-9%
O=C(Nc1ccc([C@@H](O)[C@H]2COCC(=O)N2Cc2ccc(F)cc2)cc1)c1ccc2c(c1)OCO2,?
Cc1nc2scc(CC(=O)NCc3ccco3)n2c(=O)c1-c1cc(C)n(-c2cc(F)ccc2F)n1,i
COCC(=O)N(C1CCOCC1)C1CCN(S(=O)(=O)c2cccc(C)c2)CC1,-27%
Cc1ccc(Nc2c(-c3ccco3)nc3ccc(C)cn23)cc1,32%[activator][0.594 µM]
Cc1noc(C)c1S(=O)(=O)N(C)C1CCc2ccccc21 (configuration not stated),?
Cc1oc2ccn(Cc3ccccc3F)c(=O)c2c1C(=O)NCC1CCCO1 (configuration not stated),-1%
O=C1CN(CC(=O)N2CCc3ncnc(N4CC=CC4)c3CC2)C(=O)N1,-13%
O=C1NCc2ccccc2CC12CCN(Cc1ccc(Cl)o1)C2 (configuration not stated),?
CCOc1ccc(NC(=O)Cn2c(=O)n(-c3ccccc3)c(=O)c3ccc(C(=O)NCc4ccc5c(c4)OCO5)cc32)cc1,?
Cc1c(CC(=O)N2CCOCC2)c2c(n1Cc1ccc(F)cc1)CCCC2=O,-3%
Cn1nc(C(=O)NCc2ccc(Cl)cc2)c2c1-c1ccccc1SC2,25%
CC(NC(=O)C1CCCN(c2cnc3nccnc3c2)C1)c1cccnc1 (configuration not stated),i

# Compounds above that contain two or more sulfur atoms, in the order listed:
SMILES,Pf Dd2 growth
COC(=O)c1sc2cccc(F)c2c1S(=O)(=O)Nc1ccc(N(C)C)cc1,50%[activator]
CCOc1ccc(NC(=O)CSc2ncnc3c2sc2ccccc23)cc1,131%[activator]

# Going on with the list.
SMILES,Pf Dd2 growth
CCOc1ccccc1CN1CCCCC12Cc1ccccc1CNC2=O (configuration not stated),?
N#Cc1cccc(NC(=O)N[C@H]2CO[C@H]3[C@@H]2OC[C@@H]3Nc2nccc(-c3cccs3)n2)c1,?
O=C(NCCc1csc(-c2ccc(Cl)cc2)n1)c1ccco1,i
CN1CCN(Cc2nnc(C(=O)N3CCC[C@@H]3c3ccc(Br)cc3)n2Cc2ccccc2)CC1,?
COc1cc(NC(=O)CSc2nc(-c3ccc(C)cc3)nc3c2Cc2ccccc2O3)cc(OC)c1,22%
O=C(CCCc1ccccc1)N1CCC[C@H]1c1nc(-c2ccccc2)no1,?
Cc1ccc(NC(=O)Nc2ccc(C)n(CC(=O)NC(C)(C)C)c2=O)cc1,-19%
CCN1CCN(C(=O)CCC2CCN(S(=O)(=O)c3ccccc3)CC2)CC1,i
COc1ccc(C(=O)NCc2nnc3ccc(-c4ccccc4)nn23)c(C)c1,-17%
Cn1cnc(S(=O)(=O)N2CCC(C(=O)N3CCN(c4ccccc4F)CC3)CC2)c1,24%
Cc1cc2nc3n(c(=O)c2n1CC(=O)NCc1ccccc1F)CCCCC3,?
CCOc1cccc(-c2nc(C(=O)Nc3ccc(F)cc3)cs2)c1,-19%
Cc1cc(S(=O)(=O)Nc2cc3c(cc2N2CCOCC2)n(C)c(=O)n3C)ccc1F,?
Cc1cc(NC(=O)c2ccc3c(c2)N(C)C2CCCCCN2C3=O)ccc1F (configuration not stated),?
O=C(NC1C[C@H]2CC[C@@H](C1)N2C(=O)c1ccc(C(F)(F)F)cc1)c1ccncc1 (some centres not stated),-21%
CCOC(=O)N1CCc2c(sc3c2c(=O)n(-c2ccc(CC)cc2)c(=O)n3Cc2cccc(OC)c2)C1,-26%
O=C(Nc1ccccc1)C1=NO[C@@H]2CN(c3ccnc(N4CCOCC4)c3)C[C@H]12,-24%[44.1 µM]
Cc1cc(C(=O)N2C[C@@H](COCC(N)=O)[C@H](c3ccncc3)C2)c(C)o1,30%[activator]
COc1ccc(CCCc2nnc(SCC(=O)Nc3cccc(C)c3)o2)cc1,i
Cc1ccc(CSc2nnc3[nH]c(=O)cc(C)n23)cc1,i
Cc1cc(=O)n(CC(=O)Nc2ccccc2C)c(N2CCc3ccccc3C2)n1,-29%
Cc1ccc(-n2c(=O)c3ccc(C(=O)NCc4ccco4)cc3n(Cc3cccc(Cl)c3)c2=O)cc1,?
CC(C)c1ccc(C(=O)Nc2cccc3cccnc23)cc1,14%
O=C1COc2ccc(Nc3ccccc3F)nc2CN1Cc1ccccc1F,?
COCCN1CCCC2(CCN(C(=O)c3ccc(Cl)s3)C2)C1=O (configuration not stated),-19%
COc1cccc(-c2ccnc3c(-c4ccccc4)c(C)nn23)c1,-3%
O=C(NCC1CC1)C1Cn2cccc2C(=O)N1Cc1ccccc1 (configuration not stated),-21%
CCOC(=O)CCNC(=O)N1CCCC(c2nc(-c3cnccn3)no2)CCNC(=O)CC1 (configuration not stated),-2%
CC(C)N1CCC(N2CCCC2C(=O)Nc2cccc(-n3cccn3)c2)CC1 (configuration not stated),?
COc1cccc(CNC(=O)Cn2ccn3nc(-c4ccc(F)cc4)c(CO)c3c2=O)c1,10%
Cc1[nH]nc(C(=O)N[C@@H]2COCC[C@@H]2OCc2ccccc2)c1Cl,?
COCCNC(=O)CSc1nc(-c2ccccc2C)nc2c1c(=O)n(C)c(=O)n2C,19%
O=C(c1ccc2c(c1)N(C(=O)C1CC1)CC2)N1CCCC1,i
Cc1ccccc1N1Cc2c(NC3CCCC3)ncnc2N(C)CC1=O,-7%
CC(C)(C)c1oc(C(N)=O)cc1CN1CCCC(CO)(CC2CC2)C1 (configuration not stated),-21%
COc1ccc(NC(=O)c2cc3c(s2)CN(C2CCCC2)C3)c(C)c1,?

# The closing two compounds of the section above lead into the next.
SMILES,Pf Dd2 growth
CC(C)(C)c1oc(C(N)=O)cc1CN1CCCC(CO)(CC2CC2)C1 (configuration not stated),-21%
COc1ccc(NC(=O)c2cc3c(s2)CN(C2CCCC2)C3)c(C)c1,?
Cc1nnc([C@@H]2CC(F)(F)CN2C(=O)c2n[nH]c3ccccc23)o1,-2%
CCNC(=O)CCc1cc2ccc(C)cc2[nH]c1=O,-34%
Cc1noc(C)c1[S+](=O)([O-])N1CCCC2(CC(c3ccccn3)=NO2)C1 (configuration not stated),-8%
O=C(NC1CCCCC1)c1ccc2c(c1)N(Cc1cccc(Cl)c1)C(=O)c1ccccc1S2(=O)=O,?
Cc1ccccc1S(=O)(=O)N1CCCCCCNC(=O)[C@@H]2CCC[C@@H]21,?
COc1ccc(C(=O)N2CCn3c(nnc3-c3ccc(OC)cc3)C2)cc1,-8%
CC1(c2ccccc2)N(Cc2ccc(O)cc2)C(=O)OC12CCN(CC1CC1)CC2 (configuration not stated),i
Cc1ccc(CSc2nc3cccnc3n2Cc2ccc(C(=O)NCc3ccco3)cc2)cc1,?
COCCCN1C(=O)c2oc3ccccc3c(=O)c2C12C(=O)N(C)c1ccccc12 (configuration not stated),i
Cc1cnc(C(=O)N2CCC3(CC2)CC(CO)N(C(=O)c2ccccc2)C3)cn1 (configuration not stated),-10%
CCOCCOC1CCN(C(=O)CCc2c[nH]c3ccccc23)CC1,1%
CCCn1cnc2cc(NCc3ccccc3OCC)ccc21,?
O=C(Nc1ccc(-c2cccc(F)c2)cc1)C1CCCN1Cc1ccc(CO)o1 (configuration not stated),?
O=C(C[C@H]1NC(=O)c2ccccc2NC1=O)NCCc1ccccn1,-5%
COc1cc(CNCCCSc2nnnn2C)cc(Br)c1OC,?
Cc1ccc(Nc2c3c(nc4ccccc24)CCC3)cc1F,i
Cc1noc(C)c1S(=O)(=O)N1CC(N(Cc2cccnc2)CC(C)C)C1,?
CC(=O)NCCCC(=O)N1CCC2(CC1)CN(C(=O)NC(C)C)Cc1ccccc1O2,10%
Cc1ccn2c(=O)cc(CSc3nnc(C)s3)nc2c1,?
CC(C)Oc1cccc(-c2nnc(CCC(=O)NC3CCCCC3)c(=O)[nH]2)c1,-7%
COCc1nncn1C1CCN(C(=O)Cc2ccccc2Cl)CC1,i
COc1ccc(S(=O)(=O)N2CCC(Cc3nncn3C)CC2)cc1,i
COCC1CN(C2CCC2)CC12CCN(C(=O)c1cccc(C)c1)CC2 (configuration not stated),8.9µM*
COc1ccc(C(=O)N2C[C@@H](Oc3ccccc3)C[C@H]2C(=O)N2CCOCC2)c(OC)n1,-5%
Cc1ccc(S(=O)(=O)N(CC(=O)NCCSc2ccc(Cl)cc2)c2ccccc2C)cc1,i
Cc1cccc(OCCc2noc(C3CCCN3C(=O)COc3ccccc3)n2)c1 (configuration not stated),-9%
COc1ccc(OC)c(CN2CC[C@@H]3OCC(=O)N(C(C)C)[C@H]3CC2)c1,-20%[44.1 µM]
COc1ccc(Cn2c(=O)n(-c3ccc(F)c(Cl)c3)c(=O)c3c2c2cc(OC)ccc2n3C)cc1,27%
COc1cccc(NC(=O)CN2C(=O)C3(SCC(=O)N3c3cc(C)cc(C)c3)c3ccccc32)c1 (configuration not stated),?
CCN(C(=O)c1ccc2c(c1)N(Cc1cccc(Cl)c1)C(=O)c1ccccc1S2=O)c1ccccc1 (configuration not stated),?
CN1C[C@@H](NC(=O)C2CCCCC2)C[C@H]1c1nc(-c2ccc3c(c2)OCO3)no1,-4%[44.1 µM]
Cc1cc(C)c(Cn2c(=O)n(CCCCC(=O)NCc3ccccc3Cl)c(=O)c3ccccc32)c(C)c1,?
Cc1ccc2oc(=O)c3cc(C(=O)Nc4cccc(C#N)c4)sc3c2c1,62%[activator]
CN(C)Cc1cc(CC2(NCc3ccc(F)cc3)COC2)no1,?
CC(C)c1ccc(C(=O)N2CCC(Oc3ccc(C(=O)N(C)C)cn3)CC2)cc1,-3%
CCOc1ccccc1-c1noc(-c2nnn3c2COC(c2ccc(OC)cc2)C3)n1 (configuration not stated),-4%
Cc1cc(S(=O)(=O)Nc2ccc3oc4c(c3c2)CCCC4)ccc1Cl,83%[activator]
C=CCNC(=O)[C@@H]1Cc2c[nH]c3cccc(c23)[C@H](CC(C)C)N1,?
COc1ccc(CCN2CCC(CNC(=O)c3cnn(-c4ccccc4)c3C3CCN(C(=O)OC(C)(C)C)CC3)CC2)cc1,?
Cc1ccc2cc3cc(C(=O)N(C)c4ccccc4C)oc3nc2c1,11µM*
C=CCC1(CO)CCCN(Cc2nc(C)cc(-c3ccccc3)n2)C1 (configuration not stated),8.9µM*
O=C(N[C@@H]1CN(c2ccncn2)C[C@H]1CO)c1cccc(Cl)c1,i
COCCNc1ncnc2c1CN(c1ccc(Cl)cc1)C(=O)CN2C,1%
COCCNC(=O)[C@H]1C[C@H](Oc2cccnc2)CN1C(=O)NC1CCCC1,10%

# Arranged by length of the SMILES (low to high): some entries from above
SMILES,Pf Dd2 growth
Cc1ccc2cc3cc(C(=O)N(C)c4ccccc4C)oc3nc2c1,11µM*
Cc1cc(S(=O)(=O)Nc2ccc3oc4c(c3c2)CCCC4)ccc1Cl,83%[activator]
O=C(N[C@@H]1CN(c2ccncn2)C[C@H]1CO)c1cccc(Cl)c1,i
COCCNC(=O)[C@H]1C[C@H](Oc2cccnc2)CN1C(=O)NC1CCCC1,10%
COc1ccc(CCN2CCC(CNC(=O)c3cnn(-c4ccccc4)c3C3CCN(C(=O)OC(C)(C)C)CC3)CC2)cc1,?
